Bioassay records as filed in PubChem BioAssay.
GSTO1 inh = counter-screen for RBBP9 inhibitors: inhibitors of human GSTO1; inhibition, % at 5.96 µM; recombinant GSTO1, activity-based probe fluorescence polarization; AID 1974; actives 1.1% (n = 300,000);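 active means inhibition above the campaign mean inhibition plus 3 SD, cut at about 35% in these data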;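 further: 0% = GSTO1-1 with DMSO and 100% = wells lacking GSTO1-1 enzyme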
pPAFAH inh = inhibitors of human plasma PAF acetylhydrolase (pPAFAH); inhibition, % at 3.39 µM; recombinant pPAFAH, FP-rhodamine probe fluorescence polarization; actives 1.5% (n = 330,000); AID 463082; Q13093;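 active means inhibition above the mean inhibition across the screen plus 3 SD, cut at about 25% in these data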;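 further: inhibitors block binding of the rhodamine activity-based probe so polarization drops; 0% = enzyme with DMSO and 100% = wells lacking pPAFAH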
PAFAH1B3 inh = inhibitors of human PAFAH1B3. Q15102. recombinant PAFAH1B3, FP-rhodamine probe, fluorescence polarization. inhibition, % at 3.39 µM. actives 0.28% (n = 340,000);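 active means inhibition above the screen-wide average of all tested compounds plus 3 SD, cut at about 25% in these data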;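 further: 0% = enzyme with DMSO only and 100% = wells lacking PAFAH1B3 protein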
PAD4 FP inh = PAD4 (human) enzyme inhibition; Q9UM07; recombinant PAD4, RCA probe fluorescence polarization; inhibition, % at 6.36 µM; actives 0.41% (n = 330,000);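 active means percent inhibition above a cutoff equal to the mean of all tested compounds plus 3 SD, cut at about 15% in these data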;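 further: 0% = PAD4 with RCA probe and DMSO and 100% = probe without PAD4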
PAFAH1B2 inh = PAFAH1B2 (human) inhibition; P68402; recombinant PAFAH1B2, FP-rhodamine activity probe, fluorescence polarization; inhibition, % at 3.39 µM; actives 1.2% (n = 340,000);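 active means inhibition above the mean of all tested compounds plus 3 SD, cut at about 24% in these data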;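 further: 0% = enzyme with DMSO and 100% = wells lacking PAFAH1B2; many of its hits are not listed in these tables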
PREPL inhibitor = inhibits the human prolyl oligopeptidase-like enzyme | actives 0.68% (n = 320,000) | recombinant PREPL, fluorescence polarization activity-based probe | AID 2751 | inhibition, % at 5.96 µM | Q4J6C6; in the data active means inhibition above about 43%;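 further: 0% = enzyme with DMSO and 100% = wells lacking enzyme; many of its hits are not listed in these tables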
Target sequence (Q4J6C6 whole entry, looked up): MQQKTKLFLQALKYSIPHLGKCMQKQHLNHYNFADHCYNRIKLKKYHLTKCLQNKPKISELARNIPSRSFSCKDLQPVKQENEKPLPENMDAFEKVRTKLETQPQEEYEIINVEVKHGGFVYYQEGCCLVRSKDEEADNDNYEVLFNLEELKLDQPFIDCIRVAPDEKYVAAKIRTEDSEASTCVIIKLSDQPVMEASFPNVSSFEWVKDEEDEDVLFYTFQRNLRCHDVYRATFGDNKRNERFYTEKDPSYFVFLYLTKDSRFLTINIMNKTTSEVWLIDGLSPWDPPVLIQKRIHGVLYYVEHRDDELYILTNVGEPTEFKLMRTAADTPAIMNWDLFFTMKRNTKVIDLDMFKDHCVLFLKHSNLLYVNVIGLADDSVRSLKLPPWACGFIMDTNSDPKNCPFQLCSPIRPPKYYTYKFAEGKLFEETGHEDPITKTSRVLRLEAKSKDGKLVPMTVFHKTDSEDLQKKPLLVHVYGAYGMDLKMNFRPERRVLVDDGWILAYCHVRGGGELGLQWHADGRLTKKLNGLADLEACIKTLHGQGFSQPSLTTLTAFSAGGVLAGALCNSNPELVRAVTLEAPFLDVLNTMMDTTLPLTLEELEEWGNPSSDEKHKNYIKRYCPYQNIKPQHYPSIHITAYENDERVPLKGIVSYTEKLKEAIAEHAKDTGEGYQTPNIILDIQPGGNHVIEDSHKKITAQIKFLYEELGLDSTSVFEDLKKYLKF
LYPLA1 counter = counter-screen for PME1 inhibitors: inhibitors of human LYPLA1. recombinant LYPLA1, FP-Rh probe fluorescence polarization. inhibition, % at 5.9 µM. AID 2174. O75608. actives 0.16% (n = 320,000);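 active means inhibition above the mean of all tested compounds plus 3 SD, set per campaign, cut at about 14% in these data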;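 further: inhibitors block serine hydrolase probe labeling of LYPLA1 so polarization falls; 0% = enzyme with DMSO and 100% = wells lacking LYPLA1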
Target sequence (O75608 whole entry, looked up): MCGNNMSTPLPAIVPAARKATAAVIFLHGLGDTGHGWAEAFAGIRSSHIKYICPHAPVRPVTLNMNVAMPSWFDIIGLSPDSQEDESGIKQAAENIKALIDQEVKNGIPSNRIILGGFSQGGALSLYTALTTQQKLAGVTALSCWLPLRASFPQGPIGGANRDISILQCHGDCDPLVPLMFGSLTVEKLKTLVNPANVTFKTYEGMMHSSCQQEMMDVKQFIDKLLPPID
LYPLA2 counter = LYPLA2 (human) inhibition in PME1 counter-screen | O95372 | recombinant LYPLA2, FP-Rh probe fluorescence polarization | inhibition, % at 5.9 µM | actives 0.38% (n = 320,000) | AID 2177;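 active means inhibition above the screen-wide mean plus 3 SD, limit set per campaign, cut at about 26% in these data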;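 further: 0% = LYPLA2 with DMSO and 100% = wells lacking LYPLA2 enzyme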
PME-1 primary = blocks human protein phosphatase methylesterase 1; actives 0.53% (n = 320,000); AID 2130; recombinant PME-1, FP-Rh probe fluorescence polarization; inhibition, % at 5.9 µM; Q9Y570;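 active means inhibition above the campaign mean of all compounds plus 3 SD, cut at about 26% in these data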;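 further: competitive labeling of PME-1 active site by serine hydrolase directed probe; 0% = PME-1 with DMSO and 100% = wells lacking PME-1 enzyme; inhibitors block probe labeling so polarization falls and inhibition rises; many of its hits are not listed in these tables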
Active calls of the source: *; . = not tested or not shown. Not all compounds are listed, so the mix of outcomes need not match the whole.

SMILES	GSTO1 inh	pPAFAH inh	PAFAH1B3 inh	PAD4 FP inh	PAFAH1B2 inh	PREPL inhibitor	LYPLA1 counter	LYPLA2 counter	PME-1 primary
CC(C)C(=O)Nc1ncc2c(n1)CC(c1cccs1)CC2=O (configuration not stated)	4	-1	0	-3	5	-2	-3	1	-7
Cc1ccc2c(n1)CC(C)(C)C/C2=N\O	4	1	0	4	7	8	7	5	-1
O=C(O)C1CC=CCC1C(=O)Nc1cccc(C(=O)N2CCCCC2)c1 (configuration not stated)	-6	7	-1	-1	5	-1	0	5	-1
COc1ccc(CN(C)CC(=O)NC(=O)NCc2ccccc2)c(OC)c1	1	20	-3	1	1	3	-1	2	5
COCCN1C(=O)N(c2cccc(OC)c2)C(=O)C1CC(=O)Nc1ccc(Cl)cc1 (configuration not stated)	2	5	-2	-1	-5	-4	0	1	-2
CCOc1ccc(S(=O)(=O)N2CCOCC2)cc1NC(=O)C1=COCCO1	1	-1	7	-7	8	4	-1	-3	1
COc1cccc(-c2nn(-c3ccccc3)cc2C(=O)OCC(=O)Nc2ncc(Cl)cc2Cl)c1	-4	0	-5	-2	-2	-7	-13	-22	-17
O=C(NCc1cnn(-c2ccccc2)c1)C1CCC(=O)N(C2CC2)C1 (configuration not stated)	0	1	2	-3	3	3	2	1	4
CC1CCN(S(=O)(=O)c2ccc3c(c2)N(CC(=O)NCCCN(Cc2ccccc2)C(C)C)C(=O)CO3)CC1	1	-5	3	-6	3	7	-4	-3	4
Cc1cccc(OC(=O)c2sc(Cl)nc2C)c1	16	4	9	-1	-2	0	4	6	-3
Cc1cc(SCC(=O)c2ccc(O)c(O)c2)nc2ccccc12	34	42*	13	-4	2	17	-7	-8	4
C=CCc1cc(/C=N/n2cnnc2)cc(OCC)c1O	-2	0	5	-5	-1	1	1	2	3
CC(C)CCn1c(=S)[nH]c2ncccc2c1=O	7	-3	6	-3	7	-12	3	3	-4
COC(=O)c1ccc(C(=O)OC)c(NC(=O)CSCc2ccccc2Br)c1	-3	-1	4	-2	1	-2	1	-5	2
CCCCC(=O)Nc1c(O)c2ccccc2[nH]c1=O	0	3	7	-2	2	4	1	1	4
O=C(Nc1cccnc1)C1COc2ccccc2O1 (configuration not stated)	6	-1	11	-1	7	4	-3	0	1
O=C(Nc1ccc2cn[nH]c2c1)c1c(Cl)cccc1Cl	20	4	1	0	5	1	2	6	-4
CC(=O)/C(=N/Nc1cccc(Cl)c1)Sc1nnc(C(O)c2ccccc2)n1-c1ccccc1 (configuration not stated)	11	9	5	-2	2	-1	-1	5	-2
CN(C(=O)c1ccccc1C(=O)OCC(=O)Nc1cccc(Br)c1)c1ccccc1	.	2	-4	-1	-2	-6	-2	-1	8
C[C@H]1O[C@H](O[C@H]2[C@H](O[C@@H]3CC[C@@]4(C)C(CC[C@]5(C)C4CC=C4[C@@H]6CC(C)(C)CC[C@]6(C(=O)O[C@@H]6O[C@H](CO)[C@@H](O)[C@H](O)[C@H]6O)CC[C@]45C)C3(C)C)O[C@H](C(=O)O)[C@@H](O)[C@@H]2O)[C@@H](O)[C@@H](O)[C@@H]1O (some centres not stated)	-13	-1	5	-10	-5	18	-6	-4	2
O=C1NC(=S)N/C1=C\c1cccc([N+](=O)[O-])c1	0	6	0	7	-1	1	3	5	2
Cc1ccc2c(c1)C(=O)CC(c1ccc3c(c1)OCCO3)O2 (configuration not stated)	2	0	6	0	4	35	-8	6	3
Cc1cc(C)nc(N2CCC(C(=O)NC3CCCc4ccccc43)CC2)n1 (configuration not stated)	0	5	10	2	0	7	2	3	0
CCOC(=O)COn1c(=O)c(-c2cc3ccccc3o2)[n+]([O-])c2ccccc21	6	9	1	-2	6	12	-1	-7	9
CC1CCN(c2nc3c(c(=O)n(C)c(=O)n3C)n2CCSc2ncccn2)CC1	2	1	-2	0	6	8	-4	-7	-2
COc1ccc2c(c1)C(C)CC(C)(C)N2C(=O)CSc1ncn[nH]1 (configuration not stated)	7	0	6	2	3	-6	-1	1	1
c1ccc(-n2ncc3c(N4CCN(CCOc5cccc6ccccc56)CC4)ncnc32)cc1	0	2	11	-2	-5	-7	-5	2	1
Cc1ccc(/C=C/C(=O)c2c(C)nc3ccccn23)cc1	-19	-2	-7	0	-4	0	1	2	-39
CCCCCC(=O)Nc1cc2[nH]c(=O)cc(COC)c2cc1C	11	11	4	-1	0	1	5	14	1
CCOC(=O)c1c(N)sc2c(OC)c(Br)ccc12	-7	22	3	-1	6	2	7	8	13
Cc1cccc(CSc2nnc(-c3cnccn3)n2C)c1	1	0	-1	8	2	-3	2	-2	-3
Cc1ccc(NC(=O)Cn2c3ccc(F)cc3c3nc4n(c(=O)c32)CCS4)cc1F	-5	0	-9	3	-6	22	-4	-5	-2
Cc1c(Cl)cccc1NC(=S)NCC(C)C	8	0	-3	2	2	13	3	9	2
CCOC(=O)c1cc2ccc(OC)cc2oc1=O	-1	3	1	4	-4	-1	6	1	4
Cc1nn(-c2ccccc2)c(C)c1C(=O)OCC(=O)N(C)c1c(N)n(Cc2ccccc2)c(=O)[nH]c1=O	1	5	3	-2	9	-4	-1	-1	3
COc1cc(/C=C/C(=O)OCC(=O)NCc2cccs2)ccc1OCC#N	-2	6	-2	-2	1	5	2	3	15
Cc1cc(C)nc(NS(=O)(=O)c2ccc(NC(=O)CN3C(=O)c4ccccc4C3=O)cc2)n1	3	0	.	-4	.	-10	-1	-1	1
Cc1c(=O)n(OCc2ccccc2)c2ccccc2[n+]1[O-]	-3	-2	-4	-22	-1	-36	-4	-8	-11
CCOc1ccc(-c2nnc(SCC(=O)N3CCN(c4ccccc4)CC3)o2)cc1	5	5	4	0	6	1	0	4	11
CC(=O)Nc1ccc(C2=CC(=O)C[C@H](c3ccc4c(c3)OCO4)C2)cc1	.	-10	3	-3	3	-10	-2	9	-6
Cc1cc(C)nc(SCc2cc(=O)c(OC(=O)c3ccc(Cl)c([N+](=O)[O-])c3)co2)n1	5	0	0	0	5	-2	-3	1	1
O=S(=O)(c1ccc(Br)cc1)N1CCOC12CCCCC2	0	2	.	0	.	3	-2	3	0
COC(=O)c1ccc(NC(=S)NCCc2cccc(C)c2)cc1	-1	-4	1	5	6	3	-8	-4	-2
Cc1cc(Br)cc2c(C(=O)NCC3CCCO3)cc(-c3cccs3)nc12 (configuration not stated)	1	1	-5	1	-2	4	-3	0	13
COc1ccc(C2=C/C(=C\c3ccccc3OC(C)=O)C(=O)O2)cc1	6	0	3	0	5	3	-1	5	-3
COc1ccc(/C=C/C2=CC(C)(C)NC(=S)N2)cc1	0	6	7	-2	6	10	-1	2	3
CCc1ccc(NC(=O)Cc2ccc(OC)cc2)cc1	16	1	.	2	.	10	1	3	-6
O=C(CC1SC(N2CCOCC2)=NC1=O)Nc1ccc(Cl)c(C(F)(F)F)c1 (configuration not stated)	.	6	5	-1	8	22	.	.	.
Cn1c(CCNC(=O)c2ccco2)nc2cc([N+](=O)[O-])ccc21	-1	3	-5	4	-1	5	-1	6	-2
CC1=C(C)CC(C(=O)Nc2ccc(C(=O)N3CCOCC3)cc2)C(C(=O)O)C1 (configuration not stated)	-5	-1	-3	1	4	17	0	3	1

Reprinted at random: 2 records from the list.
SMILES	GSTO1 inh	pPAFAH inh	PAFAH1B3 inh	PAD4 FP inh	PAFAH1B2 inh	PREPL inhibitor	LYPLA1 counter	LYPLA2 counter	PME-1 primary
COC(=O)c1ccc(NC(=S)NCCc2cccc(C)c2)cc1	-1	-4	1	5	6	3	-8	-4	-2
CCc1ccc(NC(=O)Cc2ccc(OC)cc2)cc1	16	1	.	2	.	10	1	3	-6

Additional records follow.
SMILES	GSTO1 inh	pPAFAH inh	PAFAH1B3 inh	PAD4 FP inh	PAFAH1B2 inh	PREPL inhibitor	LYPLA1 counter	LYPLA2 counter	PME-1 primary
C/C(N)=C(/C#N)C(=O)CSc1nc2ccccc2n1CC(C)C	-5	6	-1	-3	10	-4	-3	0	-3
CCn1cc(C(C)NC(=O)Nc2ccc3c(c2)OCO3)c(C)n1 (configuration not stated)	6	2	6	1	0	-2	-1	1	6
COc1ccc(N2CCN(C(CNC(=O)C(=O)NCCc3c[nH]c4ccccc34)c3ccco3)CC2)cc1 (configuration not stated)	5	1	6	3	2	17	-1	-2	2
COc1ccc(C(=O)NCc2cn3cccc(C)c3n2)cc1OC	7	-2	-2	-3	2	5	4	-1	0
COc1ccc(CCNC(=O)c2cc(=O)n(C)c(=O)n2C)cc1OC	-3	8	7	2	-1	-8	-1	-2	-6
CCN(C(=O)COC(=O)c1ccc([N+](=O)[O-])o1)C1CCCCC1	.	8	12	-11	11	29	.	.	.
CC1O[C@@H](OC2C(O)C(C)O[C@H](OC(=O)[C@]34CCC(C)(C)C[C@H]3C3=CCC5[C@@]6(C)CC(O)C(O[C@@H]7OC(CO)C(O)[C@@H](O)[C@@H]7O)[C@@](C)(C(=O)O)C6CC[C@@]5(C)[C@]3(CO)CC4)C2O[C@H]2OC(C)[C@@H](O[C@@H]3OCC(O[C@@H]4OC(CO)C(O)[C@H](O)C4O)[C@@H](O)[C@@H]3O)[C@H](O)C2O)C(O)C(O)C1O (some centres not stated)	.	1	-1	1	4	5	.	.	.
O=C(Nn1cnnc1)c1cccc(S(=O)(=O)N2CCOCC2)c1	0	-1	8	-2	3	12	-1	-2	0
CCC(C)NC(=O)C1CCN(S(=O)(=O)CC)CC1 (configuration not stated)	-1	2	3	-1	4	-2	1	3	-3
CCC(=O)NCC(c1cccs1)N1CCOCC1 (configuration not stated)	2	4	1	1	-3	1	1	2	-7
COc1ccccc1CCC(=O)Nc1ccc(C)cc1Cl	-10	-3	4	0	-5	7	-2	-1	2
CCOc1ccc(Cl)cc1CSc1n[nH]c(CC)n1	11	-2	2	-2	-2	2	1	-2	-1
Cc1cc(OCC(=O)Nc2ccc(S(=O)(=O)N3CCN(C)CC3)cc2)ccc1Br	-4	1	-1	-1	6	15	-12	2	4
C/C(=N\NC(=O)c1cc(C(C)(C)C)[nH]n1)C12CC3CC(CC(C3)C1)C2	-9	5	3	-2	17	-7	-1	-2	-3
O=S(=O)([O-])CCC[n+]1c(SCCCS(=O)(=O)O)sc2ccc(Cl)cc21	-3	-1	5	-3	2	-2	1	0	2
CC(C)Cc1cc(C(=O)N2CCC(N3CCC(C(=O)NC4CC4)CC3)CC2)n[nH]1	1	5	2	1	7	-2	1	0	-3
Cc1nc2ccccc2c(=O)n1/N=C/c1cc(Br)ccc1O	7	0	17	2	4	8	-4	-7	-3
O=C(Cn1nnc2ccccc2c1=O)NCCc1ccc(Cl)cc1Cl	-3	10	0	0	0	4	3	0	2
CCOc1ccc(NS(=O)(=O)c2cc(C(=O)N3CC(C)OC(C)C3)ccc2C)cc1 (configuration not stated)	4	5	-4	4	2	-9	-2	-4	1
Cc1ccc(NC2CCCN(C(=O)c3ccc4[nH]ccc4c3)C2)cc1C (configuration not stated)	5	6	5	0	5	27	1	4	4
O=C(CCC(=O)c1ccc(F)cc1)NN1C(=O)NC2(CCCCC2)C1=O	-1	3	3	-4	5	8	3	3	6
Cc1ccnc(NC(=O)C23CC4CC(CC(C4)C2)C3)c1	-2	0	-7	0	6	14	-3	-4	6
CC(C)(C)c1ccc(-c2nc3[nH]c(=O)cc(NC(=O)c4ccco4)n3n2)cc1	7	2	-2	-3	9	1	-3	0	-9
COc1ccc(N(CC(=O)NCCSCc2ccco2)S(=O)(=O)c2ccc(C)cc2)cc1	5	4	5	3	-1	10	-2	3	-3
